aSyn yeast inh = rescues yeast growth from alpha-synuclein toxicity; Yeast expressing alpha-synuclein, growth rescue, BacTiter-Glo, 24 h; Potency, µM (series often up to 46.1 µM), without a hit: top-dose growth rescue (activation), actives largely listed as activators; hit rate 0.14% among 370,000; note: potency is the fitted concentration of half-maximal effect; % of control where 0% means no effect; nearly all actives have a fitted effect of over 65% in size
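Readout is rescue of growth in alpha-synuclein-expressing yeast, so inhibitors of toxicity appear as activators. Growth after 24 hr at 30 deg C in galactose medium is quantified by luminescence.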
HEK293 tox = cytotoxicity in counter-screen for GLP-1R inverse agonists | HEK293 cAMP-luciferase reporter cells, luminescence, 24 h | Potency, µM (top dose mostly 38.3 µM), for the others: at the top dose activity change, negative = inhibition, hits mostly inhibitors | hit rate 0.13% among 410,000 | AID 624418;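 note: loss of luciferase light is scored as toxicity; potency is the fitted concentration of half-maximal effect; % is set by controls: 0 for no effect and ±100 for the full control effect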
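Step one: seed cells (200 cells/uL, DMEM with 10% Nu serum, 1% pen-strep). Step two: 12-hour incubation at 37 deg C. Step three: pin 23 nL compound, incubate 24 hr. Step four: add luciferase reagent, read luminescence 12 min later.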
KB-V1 cytotox = kills drug-selected multidrug resistant KB-V1 cells; Potency, µM (doses to about 46.1 µM), without a hit: top-dose activity change, negative = cytotoxicity, usual class: cytotoxic; KB-V1 MDR cells viability, CellTiter-Glo, 72 h; AID 1347076; hit rate 3.4% among 400,000; note: potency is the fitted concentration of half-maximal effect; % is set by controls: 0 for no effect and ±100 for the full control effect; nearly all actives have a fitted effect of over 60% in size
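Compound-treated KB-V1 multidrug-resistant cells, 72 h, 37 degrees C; viability by CellTiter-Glo. Fitted qHTS curves give the values.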
DRD3 agonist = D3 dopamine receptor (human) agonism | AID 652048 | max activation, % | P35462 | D3R DiscoveRx beta-arrestin cells, luminescence, 90 min | hit rate 0.58% among 410,000; in the data active = max activation above about 30%; note: 0% is about no effect; mostly tested at two doses, the higher about 12 µM
Target sequence (P35462 whole entry, looked up): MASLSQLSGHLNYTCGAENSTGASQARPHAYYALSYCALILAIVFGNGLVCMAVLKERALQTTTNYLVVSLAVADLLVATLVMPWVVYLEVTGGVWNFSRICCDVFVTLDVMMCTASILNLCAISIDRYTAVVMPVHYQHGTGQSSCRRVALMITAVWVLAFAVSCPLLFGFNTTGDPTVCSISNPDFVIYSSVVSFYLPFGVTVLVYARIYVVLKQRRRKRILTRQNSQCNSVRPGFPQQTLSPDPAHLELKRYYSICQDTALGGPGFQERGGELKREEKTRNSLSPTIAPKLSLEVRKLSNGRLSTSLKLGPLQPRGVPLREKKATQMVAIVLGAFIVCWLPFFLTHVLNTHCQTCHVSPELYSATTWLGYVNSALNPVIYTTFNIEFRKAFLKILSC
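Agonist-mode cell screen: cells plated at 1500/well and incubated overnight at 37 °C, then exposed to library compounds for 90 min at 37 °C. Detection reagent was added for 30–60 min at room temperature, and luminescence was read.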
TDP43 rescue = inhibitors of TDP-43 toxicity in yeast | TDP-43 expressing yeast growth rescue, BacTiter-Glo, 24 h | Potency, µM (highest dose often 46.1 µM), without a hit: top-dose growth rescue (activation), usual class: activators | hit rate 1.8% among 410,000 | AID 652104; note: potency is the fitted concentration of half-maximal effect; % of control where 0% means no effect; nearly all actives have a fitted effect of over 50% in size
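Cell-based yeast growth screen: TDP-43 expression induced in galactose, inoculum OD600=0.02 after raffinose pregrowth to mid-log. Read-out BacTiter-Glo luminescence at 24 hr, 30 deg C; inhibition of toxicity seen as signal increase.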
GLP1R inv ag = GLP-1 receptor (human) inverse agonism | P43220 | HEK293 GLP-1R CRE-luciferase, luminescence, 24 h; GLP-1R form is constitutively active | Potency, µM (highest dose often 38.3 µM), for inactives: at the top dose activity change, negative = inhibition, usual class: inhibitors | hit rate 1.6% among 410,000; note: potency is the fitted concentration of half-maximal effect; % is set by controls: 0 for no effect and ±100 for the full control effect; nearly all actives have a fitted effect of over 55% in size
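Stable HEK293 clone (constitutively active GLP-1R + cAMP-response luciferase); 200 cells/uL plated, 12 h pre-culture, compound 24 hr, 37 deg C/5% CO2; detection reagent 12 min RT; luminescence.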
GLP1R ag = activates the human GLP-1 receptor; P43220; HEK293 GLP-1R CRE-luciferase, luminescence, 4-6 h; cells express a hypersensitive GLP-1R form; Potency, µM (titrated, usually from 45.6 µM), for inactives: at the top dose activation, most hits filed as activators; hit rate 0.007% among 380,000; AID 624172; note: potency is the fitted concentration of half-maximal effect; % of control where 0% means no effect
D3 antag = blocks the human D3 dopamine receptor | max response, negative = inhibition, % | P35462 | D3R cells, DiscoveRx beta-arrestin luminescence, antagonist mode; active compounds read low | hit rate 2.5% among 360,000; in the data active = max response below about -50%; inconclusive = no clear call, values can overlap the other calls; note: % is set by controls: 0 for no effect and ±100 for the full control effect; mostly tested at two doses, the higher about 12 µM
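Cells expressing the human receptor were seeded at 1500 cells/well, incubated overnight at 37 degrees C in 5% CO2, then exposed to library compounds with dopamine controls for 90 minutes at 37 degrees C before luminescent detection.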
PTHR1 ag = agonists of human PTHR1 parathyroid hormone receptor; HEK293 GP2 PTHR1 cells, GloSensor cAMP luminescence, 1 h; Potency, µM (doses to about 115 µM), without a hit: top-dose activation, most hits filed as activators; hit rate 0.075% among 410,000; AID 743266; note: potency is the fitted concentration of half-maximal effect; nearly all actives have a fitted effect of over 55% in size; some results filed as inactive show a strong effect at the top dose; inactives centre near -15; many of its hits are not listed in these tables
Target sequence (Q03431 whole entry, looked up): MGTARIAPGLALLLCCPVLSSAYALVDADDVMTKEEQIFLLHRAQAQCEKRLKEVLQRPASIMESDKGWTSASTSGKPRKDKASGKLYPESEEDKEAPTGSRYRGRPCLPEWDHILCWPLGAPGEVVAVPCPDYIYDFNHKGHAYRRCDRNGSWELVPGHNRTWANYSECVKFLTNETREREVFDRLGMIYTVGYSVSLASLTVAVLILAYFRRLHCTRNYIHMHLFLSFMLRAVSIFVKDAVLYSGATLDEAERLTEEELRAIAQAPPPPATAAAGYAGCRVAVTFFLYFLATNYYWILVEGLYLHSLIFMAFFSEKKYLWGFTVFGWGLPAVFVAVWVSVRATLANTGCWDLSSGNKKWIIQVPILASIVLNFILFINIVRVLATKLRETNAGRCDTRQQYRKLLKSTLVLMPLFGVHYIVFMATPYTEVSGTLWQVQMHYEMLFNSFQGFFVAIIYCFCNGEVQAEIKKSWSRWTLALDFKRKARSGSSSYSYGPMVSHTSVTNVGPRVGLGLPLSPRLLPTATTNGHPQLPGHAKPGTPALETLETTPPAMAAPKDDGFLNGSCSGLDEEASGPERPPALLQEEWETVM
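HEK-293-derived GP2 cells expressing PTHR1 and a GloSensor cAMP reporter, 3,000/well, plated overnight, given luciferin plus IBMX (each 0.5 mM as added) for 1 h at 37 °C, then compound for 1 h at 37 °C. Luminescence was read after 15 min at room temperature.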
* = called active by the depositor; [ ] = dose if it differs, or a comment. Unless noted, calls come from the whole dose curve; as a rule, active = well fitted curve in the direction sought with a large enough effect; inconclusive = small, poorly fitted or top-dose-only effect, or another doubt; inactive = no such curve, though single readings can be large; an effect the other way counts as inactive or inconclusive.

Results for COc1cccc(N2CC(NC(=O)C(=O)c3c(C)[nH]c4ccccc34)CC2=O)c1 (stereo unspecified) ?
aSyn yeast inh: 2%; HEK293 tox: 18%; KB-V1 cytotox: -16%; DRD3 agonist: -19; TDP43 rescue: -13%; GLP1R inv ag: -14%; GLP1R ag: 6%; D3 antag: -3; PTHR1 ag: -19%

What do the screens show for `CCCOc1cccc(-c2nc3ccccc3c(=O)o2)c1`?
aSyn yeast inh: -16%; HEK293 tox: -7%; KB-V1 cytotox: 8%; DRD3 agonist: 5; TDP43 rescue: 4%; GLP1R inv ag: 52%[activator]; GLP1R ag: -2%; D3 antag: 38; PTHR1 ag: inactive

What do the screens show for `O=C(COc1ccc(-n2cnnn2)cc1)Nc1ccccc1OC(F)F`?
aSyn yeast inh: -6%; HEK293 tox: 30%[activator]; KB-V1 cytotox: 1%; DRD3 agonist: -3; TDP43 rescue: 4%; GLP1R inv ag: 16%; GLP1R ag: 2%; D3 antag: -6; PTHR1 ag: inactive

What do the screens show for `CCCc1cc(=O)oc2c(CN3CCN(C)CC3)c(O)c(Cl)cc12`?
aSyn yeast inh: -1%; HEK293 tox: 269%[activator]; KB-V1 cytotox: 4%; DRD3 agonist: 8; TDP43 rescue: -2%; GLP1R inv ag: 7%; GLP1R ag: -5%; D3 antag: 1; PTHR1 ag: inactive

Results for O=C(Nc1ccn(CCCNCc2cccc3ccccc23)c(=O)n1)OCc1ccccc1 ?
aSyn yeast inh: -2%; HEK293 tox: -23%; KB-V1 cytotox: 0%; DRD3 agonist: -14; TDP43 rescue: 6%; GLP1R inv ag: inconclusive; GLP1R ag: 3%; D3 antag: -51*; PTHR1 ag: -31%[inhibitor]

What do the screens show for `Cn1nnc2c(N3CCN(c4cccc(C(F)(F)F)c4)CC3)ncnc21`?
HEK293 tox: 1%; DRD3 agonist: -16; TDP43 rescue: 24%; GLP1R inv ag: 5%; PTHR1 ag: -15%

How did CCn1c(=S)[nH]c2cc(S(=O)(=O)N3CCOCC3)ccc21 do in these assays?
aSyn yeast inh: 3%; HEK293 tox: -2%; KB-V1 cytotox: 18%; DRD3 agonist: 5; TDP43 rescue: -1%; GLP1R inv ag: 24%; GLP1R ag: 11%; D3 antag: 14; PTHR1 ag: inactive

What do the screens show for `COc1ccc(C(=O)N(CC2CCCO2)C(C(=O)NCCC(C)C)c2ccc(C)cc2)cc1OC` (stereo unspecified)?
aSyn yeast inh: 10%; HEK293 tox: -21%; KB-V1 cytotox: 0%; DRD3 agonist: 3; TDP43 rescue: 6%; GLP1R inv ag: 1%; GLP1R ag: -3%; D3 antag: -19; PTHR1 ag: inactive

Results for O=C(NCCCN1CCCC1)c1ccc(CS(=O)(=O)c2ccc(Br)cc2)o1 ?
aSyn yeast inh: -5%; HEK293 tox: 6%; KB-V1 cytotox: 7%; DRD3 agonist: -13; TDP43 rescue: -14%; GLP1R inv ag: inconclusive; GLP1R ag: 1%; D3 antag: -17; PTHR1 ag: -3%

How did O=C(Nc1ccc(S(=O)(=O)N2C[C@@H]3C[C@@H](C2)c2cccc(=O)n2C3)cc1)c1ccc(F)cc1 do in these assays?
aSyn yeast inh: 1%; HEK293 tox: 1%; KB-V1 cytotox: 3%; DRD3 agonist: -4; TDP43 rescue: 27%; GLP1R inv ag: -2%; GLP1R ag: -5%; D3 antag: 21; PTHR1 ag: -24%

How did COc1ccc(S(=O)(=O)N2CCOCC2)cc1C(=O)NC1CCCCC1 do in these assays?
aSyn yeast inh: -8%; HEK293 tox: 9%; KB-V1 cytotox: -7%; DRD3 agonist: 2; TDP43 rescue: 13%; GLP1R inv ag: 18%; GLP1R ag: 0%; D3 antag: -13; PTHR1 ag: -28%

What do the screens show for `COc1cccc(/C=C/c2ccncc2)c1OC`?
aSyn yeast inh: 4%; HEK293 tox: -7%; KB-V1 cytotox: inconclusive; DRD3 agonist: 3; TDP43 rescue: 0%; GLP1R inv ag: 11%; GLP1R ag: 4%; D3 antag: -2; PTHR1 ag: inactive

Results for Cc1ccn2c(=O)nc(SCC(=O)c3ccccc3)nc2c1 ?
aSyn yeast inh: 2%; HEK293 tox: 1%; KB-V1 cytotox: -9%; DRD3 agonist: 4; TDP43 rescue: inconclusive; GLP1R inv ag: 16%; GLP1R ag: -8%; D3 antag: -8; PTHR1 ag: -10%

What do the screens show for `COc1ccc(S(=O)(=O)N2CCC(C(=O)N[C@@H](C)C(=O)NCc3ccccn3)CC2)cc1`?
aSyn yeast inh: 2%; HEK293 tox: -6%; KB-V1 cytotox: 7%; DRD3 agonist: 8; TDP43 rescue: 13%; GLP1R inv ag: 15%; GLP1R ag: -4%; D3 antag: -3; PTHR1 ag: inactive

What do the screens show for `COc1ccc(NC(=O)c2cc(-c3cc(C)ccc3O)n[nH]2)cc1Cl`?
aSyn yeast inh: 0%; HEK293 tox: 0%; KB-V1 cytotox: -31%; DRD3 agonist: -20; TDP43 rescue: -5%; GLP1R inv ag: 3%; GLP1R ag: -10%; D3 antag: -23; PTHR1 ag: -5%[57.5 µM]

Results for COc1ccc(C2N(c3ccc(OC)cc3)C(=O)C3CCCN32)cc1 (stereo unspecified) ?
aSyn yeast inh: -4%; HEK293 tox: 4%; KB-V1 cytotox: 14%; DRD3 agonist: -8; TDP43 rescue: 16%; GLP1R inv ag: 8%; GLP1R ag: -5%; D3 antag: inconclusive; PTHR1 ag: -2%

How did Cc1nnc(SCc2cc([N+](=O)[O-])cc3c2OCOC3)[nH]c1=O do in these assays?
aSyn yeast inh: -8%; HEK293 tox: 5%; KB-V1 cytotox: 2%; DRD3 agonist: 2; TDP43 rescue: 0%; GLP1R inv ag: 6%; GLP1R ag: 3%; D3 antag: -8; PTHR1 ag: inactive

What do the screens show for `Cc1ccc(C)c(Cn2c(=O)cc(C)c3c(C)nn(C)c32)c1`?
HEK293 tox: -2%; KB-V1 cytotox: inconclusive; DRD3 agonist: 13; TDP43 rescue: 3%; GLP1R inv ag: -16%; PTHR1 ag: inactive

What do the screens show for `Cc1cnc(NC(=O)c2cc(-c3ccccc3)nn2-c2ccccc2)s1`?
aSyn yeast inh: 2%; HEK293 tox: -6%; KB-V1 cytotox: 0%; DRD3 agonist: 2; TDP43 rescue: 12%; GLP1R inv ag: 7%; GLP1R ag: 0%; D3 antag: 16; PTHR1 ag: -50%[inhibitor]

Results for Cc1cc(C)n(C(=O)CNC(=O)C(c2ccccc2)c2ccccc2)n1 ?
aSyn yeast inh: 2%; HEK293 tox: -5%; KB-V1 cytotox: 25%; DRD3 agonist: -14; TDP43 rescue: 8%; GLP1R inv ag: -39%; GLP1R ag: 0%; D3 antag: -8; PTHR1 ag: inactive

Four structures already listed, arranged by length of the SMILES, rising.
What do the screens show for `Cc1ccc(C)c(Cn2c(=O)cc(C)c3c(C)nn(C)c32)c1`?
HEK293 tox: -2%; KB-V1 cytotox: inconclusive; DRD3 agonist: 13; TDP43 rescue: 3%; GLP1R inv ag: -16%; PTHR1 ag: inactive

Results for COc1ccc(C2N(c3ccc(OC)cc3)C(=O)C3CCCN32)cc1 (stereo unspecified) ?
aSyn yeast inh: -4%; HEK293 tox: 4%; KB-V1 cytotox: 14%; DRD3 agonist: -8; TDP43 rescue: 16%; GLP1R inv ag: 8%; GLP1R ag: -5%; D3 antag: inconclusive; PTHR1 ag: -2%

What do the screens show for `Cc1cnc(NC(=O)c2cc(-c3ccccc3)nn2-c2ccccc2)s1`?
aSyn yeast inh: 2%; HEK293 tox: -6%; KB-V1 cytotox: 0%; DRD3 agonist: 2; TDP43 rescue: 12%; GLP1R inv ag: 7%; GLP1R ag: 0%; D3 antag: 16; PTHR1 ag: -50%[inhibitor]

How did Cc1nnc(SCc2cc([N+](=O)[O-])cc3c2OCOC3)[nH]c1=O do in these assays?
aSyn yeast inh: -8%; HEK293 tox: 5%; KB-V1 cytotox: 2%; DRD3 agonist: 2; TDP43 rescue: 0%; GLP1R inv ag: 6%; GLP1R ag: 3%; D3 antag: -8; PTHR1 ag: inactive

The list goes on:
How did COc1ccc(S(=O)(=O)Nc2ccc3c(c2)OCO3)cc1C(=O)O do in these assays?
aSyn yeast inh: -3%; HEK293 tox: 2%; KB-V1 cytotox: -2%; DRD3 agonist: -37; TDP43 rescue: -13%; GLP1R inv ag: 6%; GLP1R ag: 1%; D3 antag: -4; PTHR1 ag: inactive

Results for O=C(NCCCN1CCOCC1)c1ccccc1N1C(=O)[C@@H]2Cc3c([nH]c4ccccc34)C(c3ccc(F)cc3)N2C1=O (stereo partly specified) ?
aSyn yeast inh: 0%; HEK293 tox: -4%; KB-V1 cytotox: 9%; DRD3 agonist: 33*; TDP43 rescue: 9%; GLP1R inv ag: inconclusive; GLP1R ag: -4%; D3 antag: 16; PTHR1 ag: -26%

Results for NC(=O)c1ccc(NC(=O)CN2CCN(c3ccccc3)CC2)cc1 ?
aSyn yeast inh: -4%; HEK293 tox: 2%; KB-V1 cytotox: 1%; DRD3 agonist: 28; TDP43 rescue: 13%; GLP1R inv ag: 12%; GLP1R ag: 0%; D3 antag: -7; PTHR1 ag: inactive

How did Cc1cccc(C)c1NC(=O)CSc1nc(-c2cccs2)cc(C(F)(F)F)n1 do in these assays?
HEK293 tox: 1%; KB-V1 cytotox: inconclusive; DRD3 agonist: 5; TDP43 rescue: 20%; GLP1R inv ag: 8%; GLP1R ag: -2%; PTHR1 ag: inactive

The list is partial; the hit share may differ from the screen's.
